Screens deposited in PubChem by several laboratories.
NPY1 pot ag: NPY-Y1 receptor potentiators or agonists, primary screen, cell-based; Neuropeptide Y receptor type 1 (Homo sapiens), P25929; NPY-Y1 expressing cells, potentiator/agonist activation; activation, % at 3.6 µM; 0.37% of 220,000 active; AID 1304, 2008; in the data active means activation above about 33%, passing the limit was not always enough;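 further: cells stimulated with NPY at EC10 then isoproterenol at EC100; 0% = low agonist plus stimulus and 100% = saturating agonist plus stimulus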
Target sequence (P25929 whole entry, looked up): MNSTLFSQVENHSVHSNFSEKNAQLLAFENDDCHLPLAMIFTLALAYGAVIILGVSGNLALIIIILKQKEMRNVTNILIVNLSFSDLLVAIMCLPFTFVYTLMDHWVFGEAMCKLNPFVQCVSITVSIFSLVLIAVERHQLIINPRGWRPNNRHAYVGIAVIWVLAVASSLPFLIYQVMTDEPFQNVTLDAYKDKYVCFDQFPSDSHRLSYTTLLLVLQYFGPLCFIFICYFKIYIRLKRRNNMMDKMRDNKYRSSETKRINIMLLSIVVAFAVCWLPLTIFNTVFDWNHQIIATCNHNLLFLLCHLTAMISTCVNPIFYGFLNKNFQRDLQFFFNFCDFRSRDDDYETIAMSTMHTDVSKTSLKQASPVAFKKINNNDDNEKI
NPY Y1 blocker: NPY-Y1 receptor antagonists, primary screen, cell-based | HEK293-CNG Y1 cells, membrane potential fluorescence; NPY at EC95, then isoproterenol | AID 1040, 2008 | 1% of 200,000 active | Neuropeptide Y receptor type 1 (Homo sapiens), P25929 | inhibition, % at 3.6 µM;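 active means inhibition above the campaign mean inhibition of all tested compounds plus 3 SD, cut at about 20% in these data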;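 further: 0% = DMSO wells given NPY plus isoproterenol and 100% = isoproterenol alone without NPY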
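Assay system: HEK293 cells with Y1 receptor plus CNG channel | Probe or stimulus: NPY (25 nM), isoproterenol (1 µM), Ro 20-1724 (25 µM) | Timing: Compound incubation 1 h at room temperature, readout 45 min post-stimulation | Measured by: Membrane-potential fluorescent dye readout | Benchmarks: High control isoproterenol alone, low control NPY with isoproterenol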
TRPML3 ag: human TRPML3 channel agonists, primary screen, cell-based, HEK293 TRPML3-YFP, Fluo-8 calcium fluorescence, 3 µM | Mucolipin-3 (Homo sapiens), Q8TDD5 | 100% = the carbachol control signal | activation, % at 3 µM | 0.29% of 220,000 active | AID 1448, 2008;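 active means activation above its plate's cutoff, the mean activation of the plate's test wells plus 3 SD, cut at about 12% in these data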;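 further: 0% = DMSO only wells and 100% = carbachol wells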
Target sequence (Q8TDD5 whole entry, looked up): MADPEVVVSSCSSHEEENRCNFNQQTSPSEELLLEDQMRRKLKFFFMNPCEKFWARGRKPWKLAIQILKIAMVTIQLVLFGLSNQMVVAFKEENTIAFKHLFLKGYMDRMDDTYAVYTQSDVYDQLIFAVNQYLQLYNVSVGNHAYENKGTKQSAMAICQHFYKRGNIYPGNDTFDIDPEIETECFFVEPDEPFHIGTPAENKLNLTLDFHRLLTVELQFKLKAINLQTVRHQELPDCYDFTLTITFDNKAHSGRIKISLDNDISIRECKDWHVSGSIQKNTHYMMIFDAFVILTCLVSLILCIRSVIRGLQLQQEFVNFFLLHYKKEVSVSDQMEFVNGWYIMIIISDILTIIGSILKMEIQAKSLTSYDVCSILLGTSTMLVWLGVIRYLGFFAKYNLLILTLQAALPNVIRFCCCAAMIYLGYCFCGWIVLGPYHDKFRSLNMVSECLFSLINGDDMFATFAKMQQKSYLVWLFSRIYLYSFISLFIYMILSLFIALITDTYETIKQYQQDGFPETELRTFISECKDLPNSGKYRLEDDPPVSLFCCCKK
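Test system: HEK293 cells stably carrying human TRPML3-YFP; Doses: single dose, 3 µM final nominal compound, 0.3% DMSO final; Schedule: dye loading 1 h 37 °C then 30 min ambient, 125 s read; Technique: Fluo-8 calcium fluorescence; Benchmarks: high control carbachol 87 µM, low control DMSO.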
zfTRPN1 agonist: zebrafish TRPN1 channel agonists, primary screen, cell-based, HEK293, calcium fluorescence; transient receptor potential cation channel N1 (TRPN1/NompC), Danio rerio; HEK293 zebrafish TRPN1-YFP, Fluo-8 calcium fluorescence; 100% = response to 87 µM carbachol; activation, % at 3 µM; 0.18% of 220,000 active; AID 1424, 2008;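 active means activation above its plate's cutoff, the mean activation of test wells on that plate plus 3 SD, cut at about 19% in these data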;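 further: 0% = DMSO alone and 100% = 87 µM carbachol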
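Control set: carbachol 87 µM as high control, DMSO as low control; system: HEK293 stable line with zebrafish TRPN1-YFP; read-out: % activation versus carbachol response; detection: intracellular calcium fluorescence with Fluo-8; doses: single test compound dose, 3 µM nominal, 0.3% DMSO; schedule: dye 1 h 37 °C plus 30 min RT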
CHOP inhibitor: inhibitors of CHOP promoter induction, primary screen, cell-based, unfolded protein response, luciferase reporter. CHO-K1 CHOP-promoter luciferase, tunicamycin-induced, 15-18 h. 3.8% of 220,000 active. inhibition, % at 10 µM. AID 2732, 2010;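 active means compounds that reduced the stress-induced luciferase reporter signal by more than about 70% of percent inhibition, limit read from the data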;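 further: 0% = tunicamycin plus vehicle and 100% = wells without tunicamycin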
S1P4 antagonist: S1P4 receptor antagonists, primary screen, cell-based; Sphingosine 1-phosphate receptor 4 (Homo sapiens), O95977; S1P4-expressing cells, antagonist mode, reporter read-out; inhibition, % at 4.98 µM; 0.26% of 220,000 active; AID 1510, 2009; in the data active means inhibition above about 29%;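 further: 0% = wells stimulated with agonist and 100% = vehicle wells without agonist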
S1P4 agonist: S1P4 receptor agonists, primary screen, cell-based | Sphingosine 1-phosphate receptor 4 (Homo sapiens), O95977 | S1P4-expressing cell line, agonist reporter assay | activation, % at 4.98 µM | 0.35% of 220,000 active; in the data active means activation above about 11%;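 further: 0% = DMSO vehicle and 100% = reference agonist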
EP2 mod: EP2 receptor modulators, cAMP readout, primary screen, cell-based, HTRF cAMP, PGE2 stimulation; Prostaglandin E2 receptor EP2 subtype (Homo sapiens), P43116; EP2-expressing cells, cAMP HTRF FRET, PGE2 co-stimulation; induction, % at 25 µM; 0.83% of 260,000 active; AID 940, 2007;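 active means compounds whose cAMP rise, as percent of the full-agonist control response, exceeds 60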;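 further: rat C6 glioma line stably carrying human EP2 under a CMV promoter; the protocol text gives 20 µM as final concentration; 100% = response of wells given 1 µM PGE2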
NPY2 pot ag: NPY-Y2 potentiators or agonists, primary screen, cell-based. Neuropeptide Y receptor type 2 (Homo sapiens), P49146. cells expressing NPY-Y2, potentiator/agonist read-out. activation, % at 3.6 µM. 0.45% of 220,000 active. AID 1359, 2008; in the data active means activation above about 27%;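 further: cells stimulated with NPY near EC25 plus isoproterenol at EC100; 0% = vehicle plus submaximal agonist and 100% = vehicle plus saturating agonist; some results beyond the cut were filed as inactive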
Numbers without * were called inactive; . = not tested or not shown; & = joins results of further samples.

#	structure	S1P4 antagonist	EP2 mod	S1P4 agonist	TRPML3 ag	NPY1 pot ag	CHOP inhibitor	NPY Y1 blocker	zfTRPN1 agonist	NPY2 pot ag
1	C/C(=N\NC(=O)CC(C)C)c1ccc(N2CCCCC2)cc1	-11.4	-21.8	-0.1	0.3	2.6	-40.7	3.5	-1.1	13.0
2	CN(CC(=O)Nc1ccc(S(=O)(=O)N(C)C)cc1)Cc1ccc(C(F)(F)F)cc1	2.9	-46.5	-0.7	3.7	8.9	38.1	-0.6	1.4	6.0
3	CN(C)CCNC(=O)CNC(=S)N(Cc1ccccc1)Cc1ccccc1F	-7.3	-10.7	0.5	1.1	7.2	6.1	3.1	1.2	1.0
4	Cc1sc2nc(-c3cccnc3)[nH]c(=O)c2c1-c1ccccc1	14.6	-4.1	1.8	0.7	20.2	20.6	-3.3	0.3	10.9
5	CCn1cc(C(=O)OC(C)C(=O)Nc2c(C)n(C)n(-c3ccccc3)c2=O)c(=O)c2ccc(C)nc21 (configuration not stated)	8.0	23.9	-0.4	0.1	-8.0	8.3	-7.8	-0.1	8.2
6	O=C(CCCCCn1c(=S)[nH]c2ccc(Br)cc2c1=O)NCC1CCCO1 (configuration not stated)	4.2	-4.8	2.2	-0.4	-14.5	-25.4	5.7	-0.5	-0.8
7	CCSc1ncnc2c1sc1nc(-c3ccco3)c3c(c12)CC(C)(C)OC3	-14.7	44.7	-1.1	0.2	12.3	14.7	3.3	-0.6	5.2
8	O=C(CSc1ccsc1[N+](=O)[O-])NCc1ccco1	4.3	-11.0	1.9	-0.1	-19.6	2.0	0.0	-0.2	-10.8
9	Cc1ccc(-c2cc(C(=O)N/N=C/c3c(C)nn(-c4ccccc4)c3C)n[nH]2)s1	1.8	-38.8	-0.4	0.1	-28.4	-7.3	2.8	-0.1	-16.5
10	CC(C)=NNc1nc2c(c(=O)[nH]c(=O)n2C)n1CCc1ccccc1	-1.7	13.5	0.6	0.0	1.5	-19.7	-1.9	-0.9	-4.0
11	CCOc1cc(/C=N/O)cc(Br)c1OCC(=O)NCc1ccccc1	-4.7	-57.1	-0.5	0.2	-24.2	-4.2	-0.7	1.0	2.5
12	Cc1ccccc1C(OCCN(C)C)c1ccccc1 (configuration not stated)	-9.0&0.0	6.2&18.8&3.7&31.4	4.1&0.5	0.9&0.6	-16.5&14.5	10.4&1.7&14.4	4.0&10.5	0.0&-0.7	6.9&2.1
13	COc1ccc(C2(C)NC(=O)N(Cc3cc(Cl)cc4c3OCOC4)C2=O)cc1OC (configuration not stated)	-26.7	24.4	1.6	-1.1	-7.8	32.9	3.4	0.0	-28.6
14	O=C(O)CN=C(NS(=O)(=O)c1ccc(Cl)cc1)c1ccc(F)cc1	-6.2	14.4	1.1	1.1	-8.9	-11.6	-5.2	0.9	2.7
15	COc1ccc(OC)c(CCNC(=O)CS(=O)(=O)Cc2nc(-c3ccc(C)cc3)oc2C)c1	1.0	-14.0	0.5	-0.1	-0.3	49.8	3.1	-1.5	-3.6
16	Cc1cccc(CC2S/C(=N/N=C/c3ccco3)N(c3ccccc3)C2=O)c1 (configuration not stated)	-28.8	18.3	2.4	-0.5	-5.4	11.4	0.9	-0.1	-16.0
17	CCOc1ccc(-c2nc(C#N)c(NCC(C)C)o2)cc1	3.5	-49.8	1.1	-1.0	-0.8	56.4	7.6	-2.3	3.4
18	CCSc1nnc(NC(=O)C(C(F)(F)F)C(F)(F)F)s1	-2.1	-3.3	0.5	-0.3	-2.1	37.6	6.5	-0.1	22.8
19	O=C(NCc1cccc(C(F)(F)F)c1)c1cccc(S(=O)(=O)NCc2ccccc2)c1	-15.6	-26.1	0.4	0.4	-3.6	52.1	-4.5	-0.6	-5.9
20	CCCN1CNC(=S)N(c2ccc(C(=O)OCC)cc2)C1	-1.8	2.5	0.2	0.1	9.7	0.3	-4.8	0.7	16.0
21	COc1ccc(/C=N/NC(=O)c2csc(-n3nc(C)cc3C(F)(F)F)n2)cc1	6.2	-12.7	-1.0	-0.7	3.4	79.1*	3.8	-2.0	0.0
22	O=C(NCc1ccco1)Nc1ccc(Br)cc1Cl	-2.5	-12.2	0.8	-0.1	7.3	-37.3	-3.1	-1.3	11.2
23	CC(=O)Nc1ccc(N2S(=O)(=O)c3ccccc3S2(=O)=O)cc1	-5.2	3.5	1.9	0.9	17.8	8.6	-3.5	-0.1	11.7
24	O=C(NCc1nc2ccccc2[nH]1)c1ccc(S(=O)(=O)N2CCCC2)cc1	-0.8	5.4	0.2	-0.5	-5.8	42.1	6.9	-0.1	-1.9
25	CCOC(=O)Cc1cc(=O)n2[nH]c(-c3ccccc3)c(-c3ccccc3)c2n1	-2.2	28.9	2.2	-0.6	4.2	14.8	3.4	-1.8	-8.2
26	CC(=O)N=C1SC2CS(=O)(=O)CC2N1Cc1ccc(C)cc1 (configuration not stated)	-4.2	-9.1	0.7	0.0	8.4	0.2	.	0.0	5.1
27	CCOC(=O)c1[nH]c2c(c1C)C(=O)CC(c1ccc(OCC)c(OC)c1)C2 (configuration not stated)	-19.0	10.4	1.0	1.4	8.1	21.4	5.4	1.7	1.2
28	COc1ccc(Cn2nnnc2C(c2ccc(F)cc2)N2CCN(C3CCCC3)CC2)cc1 (configuration not stated)	11.8	-0.3	3.2	1.6	-12.6	22.1	16.2	1.3	-7.5
29	Cc1ccc2nc(C3CCN(CC(=O)Nc4ccc5c(c4)OCCO5)CC3)[nH]c2c1	-10.1	-6.9	-0.1	-1.2	-0.1	54.2	4.9	-2.1	-6.6
30	O=C1c2cccc(OCc3ccc(F)cc3)c2CCN1Cc1ccc(F)cc1	-8.5	8.9	-0.3	1.8	30.7	85.0*	3.2	4.1	13.6
31	COc1cc(C=O)ccc1OCc1ccc(Cl)nc1	5.3	15.8	-0.8	0.3	0.5	-16.6	-0.8	0.8	-7.5
32	O=C(CSc1nnc(SCc2ccc(Cl)cc2)s1)N/N=C/c1ccc(Cl)cc1Cl	-20.3	21.9	1.7	1.0	-2.0	73.3*	-0.1	1.2	-8.2
33	Cc1c(C(=O)Nc2ccc(Cl)cn2)oc2ccccc12	-0.6	20.4	-3.4	0.1	4.6	-25.5	0.8	-0.4	7.9
34	Cc1cc(C)n(-c2ccc(S(N)(=O)=O)cc2[N+](=O)[O-])n1	3.3	0.2	-1.5	0.0	-0.3	8.1	4.2	-2.1	7.0
35	C=CCNCCOc1ccc(C)cc1[N+](=O)[O-]	-9.9	5.9	0.2	0.5	39.2*	7.6	-1.9	1.1	4.5
36	CC(C)CCN1C(=O)c2ccc(-c3nc4ccccc4c(=O)o3)cc2C1=O	-16.7	23.5	0.9	-0.2	13.8	26.8	-0.9	1.0	-6.3
37	O=C(CSc1cccc(C(F)(F)F)c1)NCc1ccccc1	-9.5	-30.5	-0.7	-0.6	15.0	30.4	-5.0	-3.2	9.5
38	Cc1ccc2c(C(=O)CN3CCN(C(=O)c4ccco4)CC3)c(C)[nH]c2c1	4.3	-52.6	0.7	0.9	-8.6	15.3	.	2.0	3.5
39	CCOc1ccc(Br)cc1S(=O)(=O)Nc1ccc(C(=O)OC(C)C(=O)N(C)c2ccccc2)cc1 (configuration not stated)	-4.4	2.5	-1.8	0.8	-23.0	48.9	14.2	0.1	-5.6
40	COc1ccccc1N1C(=N)S/C(=C\c2ccc(-c3ccccc3C(=O)O)o2)C1=O	-10.9	9.8	2.1	1.2	6.0	0.1	5.6	2.7	0.6
41	Cc1ccc(NC(=S)N(CCCN2CCCC(C)C2)Cc2ccco2)cc1C (configuration not stated)	-2.6	-2.5	-0.5	0.8	-7.3	-9.6	5.8	-0.3	3.1
42	Fc1cccc(NC(=S)NCCCN2CCOCC2)c1	-4.2	-21.3	-1.8	-0.3	-13.4	16.7	9.5	0.1	-6.3
43	NC(=S)N/N=C/c1coc2c(ccc3ccccc32)c1=O	4.8	-2.8	2.0	0.5	6.0	-3.9	1.6	0.0	1.2
44	O=C(CSc1nc2ccc(Cl)cc2[nH]1)N1CCN(C(=O)c2ccco2)CC1	-25.0	-6.6	1.9	0.1	-4.0	3.3	1.8	0.4	-6.5
45	O=C(Cn1cc2c(n1)CCCC2)NCc1cccs1	-18.5	6.8	-0.3	-0.6	0.7	22.7	-1.9	0.7	-15.2
46	COc1ccc(C(=O)OC(C)CN2CCOCC2)cc1OC (configuration not stated)	2.1	1.9	0.9	1.2	1.3	33.1	-1.5	1.0	3.9
47	O=C1CC(C(=O)Nc2ccccc2)C2(CCCCC2)O1 (configuration not stated)	-10.4	23.1	3.9	-0.2	3.5	12.4	2.7	-0.1	-6.1

Random draw from the library; about 6.5% have a hit in one of these screens.
